Coupling enz = counter-screen for Giardia aldolase inhibitors: coupling enzyme system | coupling enzyme system counterscreen, AmpLite Red fluorescence | activity change, negative = inhibition, % at 58.2 µM, hits read low | actives 0.67% (n = 290,000); in the data active = activity change below about -30%; note: % is set by controls: 0 for no effect and ±100 for the full control effect
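Counterscreen lacking aldolase: glyceraldehyde-3-phosphate coupling-enzyme reagent preincubated 10 min at RT with compound (at 57.5 uM final), then substrate/coupling system with AmpLite Red added; fluorescence read at 525/598 nm after 20 min RT.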
GALK inh = blocks human galactokinase activity; actives 0.007% (n = 270,000); AID 1868; Potency, µM (doses to about 57.5 µM), for the others: at the top dose activity change, negative = inhibition, usual class: inhibitors; Purified GALK, Kinase-Glo residual ATP luminescence; note: potency is the fitted concentration of half-maximal effect; % is set by controls: 0 for no effect and ±100 for the full control effect
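Human GALK (5 nM) with 35 uM ATP and 100 uM galactose in 20 mM HEPES pH 8.0, 5 mM MgCl2, 60 mM NaCl, 1 mM DTT, 0.01% BSA. After 1 h at room temperature, leftover ATP was read by Kinase-Glo Plus luminescence.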
BCR signal inh = chronic active BCR signaling inhibition. ABC-DLBCL IkBa-CBG/CBR reporter, luminescence ratio, 4 h. Potency, µM (highest dose often 46.1 µM), without a hit: top-dose ratio change, negative = lower green/red ratio, most hits filed as inhibitors. actives 0.05% (n = 340,000). AID 493014; active = well fitted inhibition curve with a large enough effect in the signal ratio, with a control signal flat, not every such curve was filed as active; inconclusive = small, poorly fitted or top-dose-only effect, or effect the other way, or a change in a side signal; the % refers to the signal ratio;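 note: potency is the fitted concentration of half-maximal effect; plate controls were basal doxycycline-induced cells for no effect and cells given 10 µM MG132 for full effect; MG132 reads +100%, hits lower the ratio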
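Cell line TMD8 (human ABC DLBCL), stably expressing tet-inducible CBG68-IkBa fusion and CBR; IMDM/0.5% FBS; cpd up to 46 uM; dox induction, 4 h, 37C/5% CO2; dual luminescence; green/red ratio; MG132 control.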
TCR activator = activators of T cell receptors; primary human leukocytes, anti-CD3, IL-2 HTRF, 48 h; 330,000 tested, under 10 active; Potency, µM (doses to about 9.22 µM), inactives show at the highest dose activation of IL-2 secretion, usual class: activators; AID 504894; note: % of control where 0% means no effect
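48 hr co-incubation of compounds, a-CD3 beads and primary human leukocytes; IL-2 quantified homogeneously by HTRF with anti-IL-2 K and d2 conjugates.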
TSHR antagonist = blocks TSH signaling through the human TSH receptor; TSHR-expressing cells, TSH-stimulated cAMP HTRF, 2 h; stronger effect = lower value; activity change, negative = inhibition, % at 11.5 µM; actives 0.2% (n = 330,000); AID 504810;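 active = activity change below a set negative limit, meaning inhibition stronger than a set level, cut at about -70% in these data; inconclusive = activity change between two set negative limits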; note: % is set by controls: 0 for no effect and ±100 for the full control effect
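Cell-based HTRF cAMP assay; TSHR cells + compound, TSH EC80 (4nM final), 2 h, 37 deg C. Lysis with anti-cAMP cryptate and cAMP-d2, 30 min RT, read 665/620 nm.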
Tb PFK block = T. brucei PFK enzyme inhibition. T. brucei PFK, ADP-Glo luminescence. Potency, µM (doses to about 57.5 µM), for the others: at the highest dose activity, negative = inhibition, most hits filed as inhibitors. actives 0.17% (n = 330,000). AID 485367;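 note: potency is the fitted concentration of half-maximal effect; 0% = uninhibited 1x PFK enzyme wells and -100% = no-enzyme wells; nearly all actives have a fitted effect of over 60% in size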
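PFK 1.25 nM, F6P 0.5 mM, ATP 0.1 mM, 0.1 M TEA pH 8.0, 5 mM MgCl2, 0.01% Tween20, 0.1% BSA; 45 min RT. ADP-Glo readout. qHTS titration up to 57 uM; curves fitted, compounds curve-classed.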
hERG WT inh = blocks the wildtype human KCNH2 potassium channel | U2OS, BacMam KCNH2, thallium flux FluxOr; stronger effect = lower value | activity change, % at 1.84 µM | actives 0.37% (n = 340,000);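 active = maximum activity change below -70%; inconclusive = maximum activity change between -70% and -50%; inactive = maximum activity change above -50%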; note: % is set by controls: 0 for no effect and ±100 for the full control effect
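U2OS cells were transduced with wild-type KCNH2 virus (2.03 x 10^8 / mL) for 4 h at room temperature, then cultured overnight at 37 C. Thallium flux was read with FluxOr dye. Rate constants were normalized to DMSO controls.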
Giardia killer = Giardia lamblia killing. Giardia lamblia trophozoite viability. activity change, % at 7.66 µM, hits read low. actives 0.15% (n = 340,000); in the data active = activity change below about -80%; inconclusive = between about -30% and that limit;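 note: parasites exposed to compound for two days anaerobically before the ATP read; % is set by controls: 0 for no effect and ±100 for the full control effect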
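Media and compound were dispensed first, then trophozoites at 100 cells/well; plates sat 48 hrs at 37 deg C without oxygen before ATP luminescence reagent was added and read after 15-30 min at room temperature.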
AT treatment = potential ataxia-telangiectasia treatments restoring KAP-1 phosphorylation | AID 485349 | Potency, µM (top dose mostly 57.5 µM), inactives show at the highest dose activation, actives largely listed as activators | […] A-T fibroblasts, KAP-1 phosphorylation AlphaLISA; neocarzinostatin DNA damage 30 min before lysis | actives 0.19% (n = 320,000); note: potency is the fitted concentration of half-maximal effect; % of control where 0% means no effect; nearly all actives have a fitted effect of over 45% in size
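ATM-like activity read as KAP-1 phosphorylation via AlphaLISA donor/acceptor antibody pairs after lysis and 6 hr at 25C. Cells were ATM-null patient fibroblasts ([…], hTERT), dosed 60 min, then exposed to the DSB inducer NCS for 30 min.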
CXXC DNA block = blocks binding of human MLL CXXC domain to DNA. actives 0.037% (n = 290,000). MLL-CXXC / FITC-HOXA9 DNA fluorescence polarization. Potency, µM (highest dose often 115 µM), for inactives: at the top dose activity change, negative = inhibition, hits mostly inhibitors; active = well fitted inhibition curve with a large enough effect in the polarisation, with a control signal flat, not every such curve was filed as active; inconclusive = small, poorly fitted or top-dose-only effect, or effect the other way, or a change in a side signal; inactive = no such curve, though single readings can be large or run the other way; the % refers to the polarisation; note: potency is the fitted concentration of half-maximal effect
Target sequence (Q03164 whole entry, looked up, the tested form may be a part): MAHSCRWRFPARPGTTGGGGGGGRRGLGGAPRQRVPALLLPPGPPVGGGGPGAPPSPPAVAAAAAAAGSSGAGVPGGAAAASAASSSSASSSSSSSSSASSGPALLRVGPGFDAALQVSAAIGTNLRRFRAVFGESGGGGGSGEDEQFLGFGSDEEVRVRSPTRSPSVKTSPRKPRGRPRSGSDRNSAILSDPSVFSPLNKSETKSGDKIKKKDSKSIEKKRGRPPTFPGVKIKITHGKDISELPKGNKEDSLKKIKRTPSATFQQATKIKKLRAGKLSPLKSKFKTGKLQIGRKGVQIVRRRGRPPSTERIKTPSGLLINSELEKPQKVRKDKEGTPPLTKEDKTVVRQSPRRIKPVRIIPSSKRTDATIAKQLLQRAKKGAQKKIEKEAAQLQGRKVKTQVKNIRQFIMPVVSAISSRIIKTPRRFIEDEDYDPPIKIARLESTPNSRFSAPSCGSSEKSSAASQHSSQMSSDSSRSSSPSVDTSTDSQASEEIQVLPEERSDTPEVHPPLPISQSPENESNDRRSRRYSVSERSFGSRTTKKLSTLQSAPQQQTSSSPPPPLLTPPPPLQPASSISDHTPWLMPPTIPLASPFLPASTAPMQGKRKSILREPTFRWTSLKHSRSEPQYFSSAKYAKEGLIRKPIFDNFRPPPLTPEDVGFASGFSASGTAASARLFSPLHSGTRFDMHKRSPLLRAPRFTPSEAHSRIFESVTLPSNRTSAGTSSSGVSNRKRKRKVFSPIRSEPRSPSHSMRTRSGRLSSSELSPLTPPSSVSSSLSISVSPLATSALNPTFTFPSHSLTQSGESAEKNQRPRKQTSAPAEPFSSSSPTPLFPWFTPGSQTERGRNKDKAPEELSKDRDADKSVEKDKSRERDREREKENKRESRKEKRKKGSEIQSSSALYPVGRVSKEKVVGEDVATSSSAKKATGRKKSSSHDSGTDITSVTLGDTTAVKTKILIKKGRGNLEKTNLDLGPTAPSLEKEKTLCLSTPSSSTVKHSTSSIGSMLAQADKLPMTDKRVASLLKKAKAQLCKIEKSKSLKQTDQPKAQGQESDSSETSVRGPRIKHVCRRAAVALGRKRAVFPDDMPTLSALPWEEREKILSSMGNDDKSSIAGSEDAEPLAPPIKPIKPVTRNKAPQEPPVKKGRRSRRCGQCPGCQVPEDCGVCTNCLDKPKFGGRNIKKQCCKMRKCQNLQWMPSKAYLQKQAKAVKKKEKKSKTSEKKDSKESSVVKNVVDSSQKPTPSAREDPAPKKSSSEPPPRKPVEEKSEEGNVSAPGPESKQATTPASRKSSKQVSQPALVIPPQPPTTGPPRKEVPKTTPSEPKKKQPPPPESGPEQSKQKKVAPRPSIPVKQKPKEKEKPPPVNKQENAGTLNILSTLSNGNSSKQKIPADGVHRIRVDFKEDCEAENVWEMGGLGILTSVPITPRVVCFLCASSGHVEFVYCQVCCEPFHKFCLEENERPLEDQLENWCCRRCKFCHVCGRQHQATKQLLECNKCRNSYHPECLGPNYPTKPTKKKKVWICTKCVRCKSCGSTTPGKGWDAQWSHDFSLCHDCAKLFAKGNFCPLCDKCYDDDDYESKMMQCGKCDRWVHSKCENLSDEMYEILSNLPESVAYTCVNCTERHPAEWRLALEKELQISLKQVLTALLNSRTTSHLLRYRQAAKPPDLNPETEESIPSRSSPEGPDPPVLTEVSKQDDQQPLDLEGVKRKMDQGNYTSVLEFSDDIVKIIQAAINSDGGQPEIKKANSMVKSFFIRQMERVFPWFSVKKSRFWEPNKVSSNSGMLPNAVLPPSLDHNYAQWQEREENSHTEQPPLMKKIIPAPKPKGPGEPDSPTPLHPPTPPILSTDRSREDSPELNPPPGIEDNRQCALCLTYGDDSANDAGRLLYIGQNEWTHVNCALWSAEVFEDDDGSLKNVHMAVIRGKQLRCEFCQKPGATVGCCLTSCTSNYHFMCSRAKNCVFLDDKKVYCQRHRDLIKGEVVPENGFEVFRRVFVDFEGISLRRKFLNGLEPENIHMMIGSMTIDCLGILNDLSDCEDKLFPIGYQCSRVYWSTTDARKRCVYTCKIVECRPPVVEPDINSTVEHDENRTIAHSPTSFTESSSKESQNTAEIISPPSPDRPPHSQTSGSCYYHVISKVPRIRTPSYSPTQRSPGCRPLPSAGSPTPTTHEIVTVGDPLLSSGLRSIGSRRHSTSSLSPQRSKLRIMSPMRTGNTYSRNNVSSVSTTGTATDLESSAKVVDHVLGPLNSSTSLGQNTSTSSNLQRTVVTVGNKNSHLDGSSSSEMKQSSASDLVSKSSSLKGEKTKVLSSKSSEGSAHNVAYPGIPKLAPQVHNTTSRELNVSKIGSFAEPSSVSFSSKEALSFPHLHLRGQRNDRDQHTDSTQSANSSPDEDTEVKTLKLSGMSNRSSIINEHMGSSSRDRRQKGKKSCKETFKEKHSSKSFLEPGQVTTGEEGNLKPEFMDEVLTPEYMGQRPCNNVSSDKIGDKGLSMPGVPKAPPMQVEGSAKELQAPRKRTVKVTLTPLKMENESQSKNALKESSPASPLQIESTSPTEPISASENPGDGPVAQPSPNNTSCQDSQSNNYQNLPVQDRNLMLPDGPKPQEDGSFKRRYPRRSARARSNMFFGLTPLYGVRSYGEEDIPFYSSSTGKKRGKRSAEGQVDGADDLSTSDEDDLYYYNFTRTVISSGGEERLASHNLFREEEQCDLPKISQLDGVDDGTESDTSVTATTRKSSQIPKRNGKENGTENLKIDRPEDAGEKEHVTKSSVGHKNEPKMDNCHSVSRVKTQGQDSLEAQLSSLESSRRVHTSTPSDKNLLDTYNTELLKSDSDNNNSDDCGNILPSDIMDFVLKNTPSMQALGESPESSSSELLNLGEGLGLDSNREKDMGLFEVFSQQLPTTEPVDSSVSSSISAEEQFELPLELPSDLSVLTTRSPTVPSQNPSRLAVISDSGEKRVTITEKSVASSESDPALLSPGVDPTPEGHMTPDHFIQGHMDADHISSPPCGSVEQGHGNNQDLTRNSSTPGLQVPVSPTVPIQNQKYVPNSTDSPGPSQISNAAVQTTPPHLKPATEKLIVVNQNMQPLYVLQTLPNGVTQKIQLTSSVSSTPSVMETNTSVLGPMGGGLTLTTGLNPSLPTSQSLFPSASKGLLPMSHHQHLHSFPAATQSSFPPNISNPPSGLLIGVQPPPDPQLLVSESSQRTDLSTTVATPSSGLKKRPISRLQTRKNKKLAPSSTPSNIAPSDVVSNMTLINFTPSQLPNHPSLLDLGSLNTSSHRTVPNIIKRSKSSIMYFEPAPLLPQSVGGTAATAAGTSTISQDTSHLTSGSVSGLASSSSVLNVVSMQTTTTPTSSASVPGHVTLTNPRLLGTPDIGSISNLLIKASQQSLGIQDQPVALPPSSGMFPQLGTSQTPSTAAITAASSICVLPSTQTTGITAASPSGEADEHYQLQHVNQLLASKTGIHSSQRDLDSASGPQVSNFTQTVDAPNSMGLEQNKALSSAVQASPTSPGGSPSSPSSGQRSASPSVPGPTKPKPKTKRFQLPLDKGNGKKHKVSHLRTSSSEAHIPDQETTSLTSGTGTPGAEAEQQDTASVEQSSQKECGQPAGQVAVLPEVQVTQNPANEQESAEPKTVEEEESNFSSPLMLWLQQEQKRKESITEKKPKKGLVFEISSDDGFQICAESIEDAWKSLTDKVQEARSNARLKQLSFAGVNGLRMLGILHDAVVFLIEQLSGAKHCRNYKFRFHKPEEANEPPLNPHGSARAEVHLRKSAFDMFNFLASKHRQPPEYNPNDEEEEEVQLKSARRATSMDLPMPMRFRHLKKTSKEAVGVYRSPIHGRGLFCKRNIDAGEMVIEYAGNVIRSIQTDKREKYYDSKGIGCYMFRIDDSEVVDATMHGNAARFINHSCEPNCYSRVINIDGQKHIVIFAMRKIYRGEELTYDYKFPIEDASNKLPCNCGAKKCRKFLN
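Steps: dispense CXXC domain solution (7 uM) → pin compounds or unlabeled HOX-A9 DNA control → 5 min ambient → add FLSN-HOX-A9 solution (50 nM) → spin → 30 min ambient → fluorescence polarization. Tris pH 7.5/NaCl/DTT/BSA buffer.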
Starred values were filed as active, the others as inactive; ? = inconclusive; / = no result given; & = joins results of further samples; [ ] = dose if it differs, or a comment. Unless noted, calls come from the whole dose curve; as a rule, active = well fitted curve in the direction sought with a large enough effect; inconclusive = small, poorly fitted or top-dose-only effect, or another doubt; inactive = no such curve, though single readings can be large; an effect the other way counts as inactive or inconclusive. No enrichment for hits; overall some 1.6% were active at least once.

molecule	BCR signal inh	Giardia killer	hERG WT inh	TSHR antagonist	Coupling enz	Tb PFK block	GALK inh	CXXC DNA block	AT treatment	TCR activator
NC(=O)CNC1CC(=O)N(CCc2ccccc2)C1=O (stereo not given)	?	2	-8	0	0	-2%	3%	-5%	/	1%
c1cnc(-c2noc(CN3CCN(C4CCCC4)CC3)n2)cn1	-8%	-2	0	12	2	-2%	4%	-3%	8%	-1%
CCC(C)N(C(=O)COC(=O)CNC(=O)c1sc2ccccc2c1Cl)C1CCS(=O)(=O)C1 (stereo not given)	0%	0	-4	-1	0	1%	2%	3%	0%	3%
O=C(Nc1ccc(F)cc1)Oc1ccc[nH]c1=O	0%	-23	4	-3	-24	-10%	2%	-3%	-4%	-3%
CC(C)Cc1nc(SCC(=O)Nc2nnc(CC(C)C)s2)n[nH]1	3%	25	-2	7	1	0%	-1%	2%	?	3%
O=C(Nc1ccncc1)c1ccc(Br)cc1	-13%	-3	-14	-15	2	-3%	-3%	2%	1%	/
O=C1CN(C(=O)CSc2nnnn2-c2ccc(Cl)cc2)c2ccccc2N1	?	-20	-3	-6	1	-3%	2%	-3%	-2%	0%
CC(=O)NNC(=O)CCC(=O)Nc1ccccc1	13%	-5	7	3	3	-2%	/	-9%	4%	/
O=C1C=C(c2ccccc2)CC(c2cccs2)C1n1cnc([N+](=O)[O-])c1 (stereo not given)	3%	-21	2	-7	-2	15%	-6%	9%	7%	-9%
Cn1c(=O)n(CCc2ccccc2)c(=O)c2c1nc1n2CCCN1CCc1ccccc1	5%	10	6	-14	-1	-1%	-2%	0%	2%	-23%
Cc1cc(NC(=O)CSc2nnc3c(C)cc4cc5c(cc4n23)OCO5)no1	-1%	/	/	4	3	1%	6%	-1%	3%	/
CCCP(=O)(CC(=O)O)c1ccccc1 (stereo not given)	-2%	-11	3	2	2	-5%	6%	2%	19%	-2%
Cc1ccc2c(C(=O)CN3CCN(c4ccccc4)CC3)c(C)[nH]c2c1	4%	-21	9	2	-1	4%	-1%	-1%	8%	0%
Cc1nc2c3ccccc3n(CC#N)c(=O)n2n1	4%	35[activator]	-2	-4	1	2%	2%	-3%	14%	-2%
COCCn1c(=NC(=O)c2ccc3c(c2)OCCO3)sc2cc(S(N)(=O)=O)ccc21	?	21	/	-10	2	-13%	0%	-8%	1%	-20%
FC(F)(F)c1ccc(/C=N/N2CCN(Cc3cccc4ccccc34)CC2)cc1	3%	16	-4	2	0	-5%	/	3%	-1%	-8%
O=S(=O)(NC1=NCCC1)c1cccc(NS(=O)(=O)c2ccc(F)c(Cl)c2)c1	2%	5	-6	2	/	-21%	/	/	-1%	4%
c1ccc(N(c2ccccc2)c2nc(N3CCOCC3)nc(N3CCOCC3)n2)cc1	?	/	/	2	2	1%	2%	12%	4%	/
COc1ccc(S(=O)(=O)N2CCCC(C(F)(F)F)C2)cc1 (stereo not given)	-10%	-9	-8	-15	0	1%	-1%	1%	12%	-6%
COc1ccc2cc(Br)ccc2c1CC(=O)NC(C)(C)C	1%	-13	-1	17	2	-7%	3%	-6%	17%	-13%[46.1 µM]
O=c1c2ccccc2cnn1Cc1n[nH]c(=S)n1-c1ccccc1Cl	?	4	1	8	-2	0%	-2%	3%	4%	4%[46.1 µM]
Cc1cccnc1NC(=S)NC(=O)c1cncc(Br)c1	?	-12	-1	12	1	0%	6%	-3%	-3%	-3%
CCN(CC)C(=O)Cn1c(=O)n(-c2ccccc2)c(=O)c2c3c(sc21)CCC3	?	6	-5	8	0	-3%	-2%	6%	-3%	/
O=C(CCC(=O)OCC(=O)c1ccc(-c2ccccc2)cc1)Nc1cccc(Cl)c1	?	-2	-2	1	0	-4%	0%	19%	1%	1%
CC(=O)Oc1ccc(-c2cccc(C(=O)NCCCO)c2)cc1	-2%	-6	-18	-9	0	3%	2%	15%	4%	3%[46.1 µM]
CN(C)S(=O)(=O)N1CCc2ccc(NC(=O)c3ccccc3Cl)cc2C1	0%	-5	-4	-10	-1	1%	-3%	-5%	1%	1%
CN1C(=O)N(c2cccc3ccccc23)C(n2cncn2)C1(C)C (stereo not given)	2%	-6	5	4	0	0%	3%	0%	5%	4%
COc1ccccc1CCC(=O)Nc1ccc(S(=O)(=O)Nc2cc(C)nc(C)n2)cc1	0%	4	3	-1	/	9%	/	/	8%	3%
CC(C)(C)C(=O)Nc1nc(NC(=O)C(C)(C)C)nc(-c2ccccc2Cl)n1	20%	1	-2	-2	0	1%	-2%	0%	0%	-7%
CCc1cccc(NC(=O)CCS(=O)(=O)c2cc3c(cc2C)NC(=O)CO3)c1	-8%	7	-15	13	0	1%	/	/	5%	-2%
COc1ccccc1NC(=O)C1CCCN(c2nc(C)cc(C)n2)C1 (stereo not given)	?	-2	-3	-11	-2	0%	-5%	2%	/	-1%[46.1 µM]
Cc1ccc(OC(=O)Nc2ccccc2)cc1	-9%	5	4	2	0	-1%	-2%	-1%	3%	4%
COc1ccc(Cl)cc1NC(=O)COc1cccc(-n2cnnn2)c1	?	26	-1	-3	-1	-3%	1%	11%	-6%	2%
CCN(CC(=O)Nc1ccccc1OC)C(=O)COc1ccc2ccccc2c1	-1%	2	-11	6	-1	4%	2%	0%	-2%	-3%[46.1 µM]
O=C(O)C1CC=CCC1C(=O)NNc1ccccc1 (stereo not given)	1%	-19	-1	0	0	3%	2%	5%	2%	4%
COc1ccc(CNC(=O)c2cccnc2Sc2ccc(C)c(C)c2)cc1	-12%	9	11	17	-1	-4%	-2%	12%	3%	1%[46.1 µM]
CCCNCC(O)Cn1c2ccccc2n2c(=O)cc(C)c(C#N)c12 (stereo not given)	0%	11	-6	15	-3	0%	-1%	2%	-3%	-5%[46.1 µM]
CCS(=O)(=O)n1nc(-c2ccc(Cl)cc2)nc1N	?	1	8	-3	2	-1%	-1%	5%	20%	1%[46.1 µM]
O=C(N[C@@H](Cc1ccccc1)C(=O)N1CCN(S(=O)(=O)c2cccc(F)c2)CC1)c1ccco1	4%	-21	5	-7	/	0%	/	/	8%	-7%
Cc1ccc(C(=O)Nc2cccc(C(=O)N3CCOCC3)c2)cc1	6%	1	-1	-2	-1	-4%	-1%	10%	/	0%
O=C1CSC(c2ccccn2)N1Cc1cn2ccccc2n1 (stereo not given)	0%	3	0	0	1	0%	4%	8%	1%	-3%
C[C@H](CO)N1C[C@H](C)[C@@H](CN(C)C(=O)Nc2ccccc2)Oc2c(NC(=O)NC3CCCCC3)cccc2C1=O	-1%	33[activator]	8	-9	/	2%	/	/	3%	-4%
CCCc1ccc(-c2c(C)sc(NC(=O)c3ccnn3C)c2C#N)cc1	1%	-12	-13	?	1	2%	2%	22%	8%	4%
C/C(=N\NS(=O)(=O)c1ccc(C)cc1)c1ccc(Br)s1	17%	17	-4	2	0	1%	2%	4%	2%	-7%
CC(C)(CO)Nc1ccc([N+](=O)[O-])cc1[N+](=O)[O-]	?	-5	-1	3	-1	-3%	/	-4%	2%	0%
Cc1cc(OCC(=O)NCCCN2CCCC2=O)c2c(C)c(C)c(=O)oc2c1	-9%	6	/	-7	0	-4%	1%	6%	2%	1%
N#Cc1cc(Cl)c(N2CCOCC2)cc1C#N	8%	-4	0	6	1	-5%	-1%	6%	-5%	0%
CC1CN(S(=O)(=O)c2ccc(C(=O)Nc3ccc(S(=O)(=O)Nc4ncccn4)cc3)cc2)CC(C)O1 (stereo not given)	-1%	-2	0	-2	3	3%	0%	9%	7%	5%[46.1 µM]
CCn1c(SCC(=O)c2c(N)n(C)c(=O)n(C)c2=O)nnc1-c1ccccc1	-7%	/	/	7	4	-1%	1%	-25%	-7%	-6%[46.1 µM]
Cc1ccc(CNC(=O)c2cn(C3CCCCC3)c(=O)c3c2c2ccccc2n3C)o1	?	-20	7	-17	-8	-15%	0%	-7%	-2%	-8%
Cc1cc(NC(=O)Cn2nc(C(=O)O)c3ccccc3c2=O)ccc1Br	0%	13	11	6	-3	0%	-10%	20%	-3%	-6%
O=C(Nc1ccc(F)cc1)C(Sc1nnc2ccccn12)c1ccccc1 (stereo not given)	8%	2	1	3	5	-4%	0%	-2%	1%	4%[46.1 µM]
CCN(CC)CCCNC(=O)CSc1c2c(nc3cc(Cl)ccc13)CCCC2	?	5&-9	-4	-7	-2	-1%	-1%	19%	19%	-16%
